# CYP2C19 act: cytochrome P450 2C19 (human) activation. activation factor at 5 µM. P33261. recombinant CYP2C19, luciferin-H EGE luminescence; stronger effect = higher value; 0 = fully inhibited enzyme, 1 = untreated enzyme. 96,000 tested, under 10 active. AID 1025;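 active = activation factor of at least 2 at 5 µM in the primary screen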;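 note: 0 = wells with 2.5 mM tranylcypromine and 1 = vehicle-only wells; values of inactives mirror those of a sister screen read the other way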
# Target sequence (P33261 whole entry, looked up): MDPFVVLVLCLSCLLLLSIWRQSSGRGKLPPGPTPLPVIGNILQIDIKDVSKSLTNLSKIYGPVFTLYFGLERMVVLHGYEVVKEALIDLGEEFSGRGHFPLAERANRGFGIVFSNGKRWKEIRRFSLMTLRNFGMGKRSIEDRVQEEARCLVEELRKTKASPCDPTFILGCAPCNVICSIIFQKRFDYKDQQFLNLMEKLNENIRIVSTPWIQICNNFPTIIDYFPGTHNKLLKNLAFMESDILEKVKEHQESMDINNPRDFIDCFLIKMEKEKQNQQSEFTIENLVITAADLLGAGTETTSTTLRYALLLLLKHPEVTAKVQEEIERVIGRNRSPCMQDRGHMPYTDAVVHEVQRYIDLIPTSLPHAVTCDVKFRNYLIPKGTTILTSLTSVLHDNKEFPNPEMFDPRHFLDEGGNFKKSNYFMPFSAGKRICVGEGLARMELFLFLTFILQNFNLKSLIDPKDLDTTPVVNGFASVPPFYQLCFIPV
# EphB4 antag: antagonists of human EphB4-ephrin-B2 interaction. P54760. EphB4 LBD / TNYL-RAW-Alexa532 peptide, fluorescence polarization. inhibition, % at 7 µM. 97,000 tested, 0.15% active. AID 720;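 active = inhibition above the screen-wide mean inhibition plus 3 SD, cut at about 15% in these data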;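 note: 0% = DMSO wells and 100% = excess unlabeled TNYL-RAW peptide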
# CYP2C9 act: CYP2C9 (human) activation | P11712 | recombinant CYP2C9, luciferin-H conversion, luminescence; stronger effect = higher value; factor 1 = untreated enzyme, 0 = blocked | activation factor at 5 µM | 96,000 tested, 1.4% active | AID 1024;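 active = activation factor of 2 or more for CYP2C9 at a 5 µM dose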;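 note: 0 = sulfaphenazole-blocked wells and 1 = vehicle-only wells; values of inactives mirror those of a sister screen read the other way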
# CYP2C19 inh: blocks human cytochrome P450 2C19. P33261. inhibition, % at 5 µM. CYP2C19 Supersomes, luciferin-H EGE luminescence, 30 min. AID 778. 96,000 tested, 21% active;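 active = CYP2C19 inhibition above a set limit at 5 µM in the primary screen, cut at about 50% in these data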;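 note: plate controls were negative control wells for no effect and 2.5 mM tranylcypromine positive control for full effect; values of inactives mirror those of a sister screen read the other way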
# PTK2B oligo ant: blocks oligomerization of human Pyk2 in cells | Q14289 | Q293 cells, Pyk2 FERM NanoBiT luminescence; stronger effect = lower value | z-score (the deposit names both 25 µM and 10 µM) | 99,000 tested, 0.83% active;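 active = Z-score of -3 or lower, scaled per plate to the spread of control and sample wells; inactive = z-score above -3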;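 note: negative z-score means lost luminescence so less FERM oligomerization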
# PLAP act: activators of human placental alkaline phosphatase; P05187; purified PLAP enzyme, luminescent substrate read-out; stronger effect = higher value; activation fold at 20 µM; 96,000 tested, 1.2% active; in the data active = activation fold above about 2
# Target sequence (P05187 whole entry, looked up): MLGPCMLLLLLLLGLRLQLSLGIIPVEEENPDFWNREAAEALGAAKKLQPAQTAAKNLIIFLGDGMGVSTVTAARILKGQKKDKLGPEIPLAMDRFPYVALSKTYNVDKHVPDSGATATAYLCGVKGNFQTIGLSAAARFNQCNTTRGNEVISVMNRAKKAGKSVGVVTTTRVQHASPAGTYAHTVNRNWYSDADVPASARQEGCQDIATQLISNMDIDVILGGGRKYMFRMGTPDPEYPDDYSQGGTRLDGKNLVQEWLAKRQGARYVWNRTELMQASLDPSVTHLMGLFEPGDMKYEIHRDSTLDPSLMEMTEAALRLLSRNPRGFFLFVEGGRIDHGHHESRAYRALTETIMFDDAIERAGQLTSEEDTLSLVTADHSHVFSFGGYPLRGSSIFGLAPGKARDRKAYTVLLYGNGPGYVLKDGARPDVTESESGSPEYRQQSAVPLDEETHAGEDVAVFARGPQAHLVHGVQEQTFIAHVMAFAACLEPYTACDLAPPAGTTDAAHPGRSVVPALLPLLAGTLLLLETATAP
# E coli WT exp: E. coli BW25113 growth inhibition, expanded screen; OD600 absorbance; growth inhibition, % at 100 µM; 98,000 tested, 0.15% active; AID 710;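 active = growth inhibition above about 50% at one test dose, limit read from the data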;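 note: growth measured after 20 h incubation at 37 °C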
# PostGolgi yeast: growth inhibition of a yeast mutant, post-Golgi transport screen; post-Golgi transport phenotypic cell assay; inhibition, % at 10 µM; 98,000 tested, 0.9% active; AID 739; in the data active = inhibition above about 30%;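 note: yeast cells grown in 1536-well plates; yeast grown about 18 h at 30C before absorbance read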
# CYP2C9 inh: human CYP2C9 inhibition; P11712; CYP2C9 Supersomes, luciferin-H conversion, luminescence; inhibition, % at 5 µM; 96,000 tested, 20% active;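 active = blocking of liver enzyme CYP2C9 beyond about 50% at 5 µM, limit read from the data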; note: values of inactives mirror those of a sister screen read the other way
# An asterisk follows results filed as active; x = not tested or not shown. Outcome played no part in choosing rows; about 31% have a hit in one of these screens.
SMILES,CYP2C19 act,EphB4 antag,CYP2C9 act,CYP2C19 inh,PTK2B oligo ant,PLAP act,E coli WT exp,PostGolgi yeast,CYP2C9 inh
CCOc1cc(C(N)=O)cc(OCC)c1OCC,1.1,3,1.1,-6,-0.12,1,3,-1,-6
CCCCN1C(=O)C(NC(C)=O)c2cc(Br)ccc21 (stereo not drawn),0.2,15,0.8,79*,-1.2,1.5,2,-8,24
COc1ccc(C2=NCC(CSc3nnnn3C)S2)cc1 (stereo not drawn),0.9,1,0.9,15,0.7,0.9,3,3,5
COc1ccccc1CNC(=O)C(CC(C)C)NS(=O)(=O)c1ccc2c(c1)oc(=O)n2C (stereo not drawn),1,-7,1,-2,x,0.8,3,10,0
O=C(Nc1ccc(SC(F)F)cc1)c1cccc2nc3ccccc3nc12,1.1,4,0.9,-9,-0.88,1,-3,1,12
CCOc1cc(N2CCOCC2)c(OCC)cc1NC(=O)c1cc(-c2ccco2)nc2ccccc12,0.7,x,0.7,32,-0.75,1.8,-12,8,27
Cc1ccc(S(=O)(=O)N2CCCSCC2)cc1,0.8,1,1.5,17,-0.4,1.2,10,3,-52
COC(=O)c1nnn(CC(=O)Nc2cccc(Cl)c2C)c1C(=O)OC,0.1,9,0.6,90*,0.08,1.3,3,-3,45
Cc1noc(C)c1COC(=O)CN(C)S(=O)(=O)c1ccc(Cl)cc1,0.6,x,0.8,41,-0.19,1,-4,8,18
O=C1CCN(S(=O)(=O)c2ccccc2)N1,1,1,1,3,0.67,1,-1,8,5
Nc1nnc(-c2ccc(Cl)cc2)s1,0.9,-8,0.8,13,0.6,0.8,20,4,15
CCC(C)NC(=O)c1cn(C)c(=O)c2cc(OC)c(OC)cc12 (stereo not drawn),0.6,x,1.1,41,0.2,1,0,-3,-5
CCOc1ccc(OCC)c(NC(=O)CSc2nc3ccccc3c(=O)n2C)c1,1,5,0.9,-3,-1.4,1.2,-10,18,7
COc1ccc(OCc2nc(N)nc(Nc3ccccc3OC)n2)cc1,0.8,5,0.9,19,-0.3,0.8,6,-16,12
CCOC(=O)c1c(C)n(C)c2ccc(OCC(O)CN3CCCCCC3)cc12 (stereo not drawn),1,-1,0.9,-3,x,1.7,-6,18,8
COc1ccccc1NC(=O)Cn1cnc2c1c(=O)n(C)c(=O)n2C,1.1,3,1.1,-9,0.19,1.2,-1,7,-11
CSc1nc(C)c(Oc2ccccc2)c(=O)n1C,0.7,-4,0.8,33,0.4,1.2,1,3,19
CC(=O)c1cccc(NC(=O)C2CC(=O)N(Cc3ccccc3)C2)c1 (stereo not drawn),0.7,6,0.7,34,1.1,1,-3,-3,25
CCOC(=O)CSc1nnc(CNc2ccc(F)cc2)o1,0.4,3,0.9,56*,-0.11,1.1,8,-2,15
c1coc(CNc2nc(N3CCCCC3)nc3ccccc23)c1,0.8,x,0.8,16,-0.6,1.6,31,40*,24
C=CCn1c(SCC(=O)Nc2ccc3c(c2)OCCO3)nnc1-c1ccccn1,0.9,1,0.6,10,-0.37,0.8,-5,23,37
CCOC(=O)n1c(=O)n(Cc2ccccc2Cl)c2ccccc21,0.2,-1,0.5,85*,-0.75,1.1,3,8,48
O=C(O)c1cccc(CN2C(=O)CSC2=O)c1,0.5,-12,0.9,46,-0.08,1.1,-3,-2,14
Cc1cc(C)c2cc3c(N)c(C(=O)N4CCc5ccccc5C4)sc3nc2c1,0.9,3,0.8,13,0.46,1.2,-6,7,16

# Complete entries as entered above.
# Results for O=C1CCN(S(=O)(=O)c2ccccc2)N1 = CYP2C19 act = 1; EphB4 antag = 1; CYP2C9 act = 1; CYP2C19 inh = 3; PTK2B oligo ant = 0.67; PLAP act = 1; E coli WT exp = -1; PostGolgi yeast = 8; CYP2C9 inh = 5
# Results for COc1ccc(OCc2nc(N)nc(Nc3ccccc3OC)n2)cc1 = CYP2C19 act = 0.8; EphB4 antag = 5; CYP2C9 act = 0.9; CYP2C19 inh = 19; PTK2B oligo ant = -0.3; PLAP act = 0.8; E coli WT exp = 6; PostGolgi yeast = -16; CYP2C9 inh = 12
# Results for C=CCn1c(SCC(=O)Nc2ccc3c(c2)OCCO3)nnc1-c1ccccn1 = CYP2C19 act = 0.9; EphB4 antag = 1; CYP2C9 act = 0.6; CYP2C19 inh = 10; PTK2B oligo ant = -0.37; PLAP act = 0.8; E coli WT exp = -5; PostGolgi yeast = 23; CYP2C9 inh = 37

# Continued.
SMILES,CYP2C19 act,EphB4 antag,CYP2C9 act,CYP2C19 inh,PTK2B oligo ant,PLAP act,E coli WT exp,PostGolgi yeast,CYP2C9 inh
O=C(c1cc(-c2cccs2)on1)N1CCN(C(c2ccccc2)c2ccccc2)CC1,1,4,0.7,1,-1.9,1.2,-6,-13,31
COc1ccc(-n2c(Cn3c(=O)sc4ccccc43)nnc2SCC(N)=O)cc1,1.1,1,1,-8,x,1.5,0,0,-3
CNc1oc(-c2ccco2)nc1C#N,1,-4,0.6,4,0.5,0.9,10,1,37
O=C(Nc1cccc2ccccc12)N1CC=CCC1,0.5,1,0.9,46,-1.6,0.9,7,-5,7
N#Cc1c(C(F)(F)F)cc(-c2ccccc2)nc1SCc1nc(N)nc(N2CCOCC2)n1,0.2,x,0.2,81*,-2.5,1.5,-1,-2,80*
Cc1nc(CS(=O)(=O)c2ccc(Cl)cc2)cc(Sc2ccc(Cl)cc2)n1,0.9,2,0.1,12,1.3,1.5,1,-6,88*
COc1ccc(C2C(C(C)=O)=C(O)C(=O)N2CCN(C)C)cc1OC (stereo not drawn),1.1,x,1,-13,x,1.2,x,x,-5
COc1cc(CNn2nnnc2N)cc(Br)c1OCc1c(Cl)cccc1Cl,0.6,2,0.6,43,-1,0.8,-6,-10,38
COc1ccc(-c2noc(CCC(=O)N3CCC(C)CC3)n2)cc1,0.9,7,0.7,10,0.68,1.5,2,14,28
COc1ccc(C)cc1N(CC(=O)Nc1cccc(N(C)S(C)(=O)=O)c1)S(C)(=O)=O,0.8,2,0.7,20,-0.32,1.2,6,0,30
O=C(O)CSc1nnc(Cc2ccccc2)n1-c1ccccc1,1.2,-3,1.3,-20,0.09,1.1,3,-5,-25
O=C(COC(=O)c1ccc(S(=O)(=O)NCc2ccco2)cc1)Nc1ccc(OC(F)F)cc1,0.7,1,0.4,29,0.31,0.9,-3,3,61*

# A second format for part of the listing above.
# Every second line gives: CYP2C19 act, EphB4 antag, CYP2C9 act, CYP2C19 inh, PTK2B oligo ant, PLAP act, E coli WT exp, PostGolgi yeast, CYP2C9 inh
COc1ccc(C2C(C(C)=O)=C(O)C(=O)N2CCN(C)C)cc1OC (stereo not drawn)
  1.1, x, 1, -13, x, 1.2, x, x, -5
COc1cc(CNn2nnnc2N)cc(Br)c1OCc1c(Cl)cccc1Cl
  0.6, 2, 0.6, 43, -1, 0.8, -6, -10, 38

# Next compounds follow.
SMILES,CYP2C19 act,EphB4 antag,CYP2C9 act,CYP2C19 inh,PTK2B oligo ant,PLAP act,E coli WT exp,PostGolgi yeast,CYP2C9 inh
O=C(CCC(=O)c1cccs1)OCC(=O)c1ccc(Cl)s1,0.6,x,0.8,44,-0.15,1,10,2,25
C=CCN(C(=O)c1ccccc1)c1ccc(OC)cc1,0.7,-7,0.7,29,-0.63,1.1,-31,4,29
Cc1ccc(C(=O)Nc2c(-c3cccs3)nc3cc(C)ccn23)cc1,1.1,2,1,-5,-0.47,1,-3,-6,-4
O=C1CC(c2ccc(Cl)cc2)n2nc(NS(=O)(=O)c3ccc(F)cc3)nc2N1 (stereo not drawn),1.2,10,1.2,-18,-0.61,1.7,7,-6,-16
COC(=O)c1ccc(CSc2nc3ccccc3o2)cc1,1,4,1.2,4,1.8,0.9,7,-14,-15
Cc1ccccc1NS(=O)(=O)c1ccc(OCC(=O)N2CCCCC2)cc1,0.8,4,1,22,0.03,1,5,0,2
CCN(CC(=O)NC1CCCCC1)S(=O)(=O)c1ccc(Cl)cc1,0.8,-6,0.9,15,1.2,0.9,2,6,9
COC(=O)c1ccc(NC(=O)CN2CCN(S(=O)(=O)c3cc(Cl)ccc3OC)CC2)cc1,0.1,-7,2.7*,95*,-0.53,1.4,7,1,-174
CCN(CC)CCOc1cccc(C(C)C)c1,1,x,1.1,2,0.65,1.1,8,-5,-12
COCCCNC(=O)Nc1ccc(Br)cc1Cl,0.9,3,1.1,9,-0.02,1,5,-1,-6
Cc1ccc(S(=O)(=O)N2CCC(C(=O)NCc3ccccc3Cl)CC2)cc1,0.8,0,1.4,18,-0.69,1.1,-12,19,-42
O=S(=O)(N1CCOCC1)N1CCN(c2ccc(F)cc2)CC1,0.9,5,1.2,12,0.68,0.8,1,-14,-19
CC(C)(C)NCC(=O)c1c[nH]c2ccccc12,1.1,-6,1.1,-11,0.92,1,3,1,-9
O=C(CSc1nnnn1-c1ccccc1)CC(=O)Nc1ccc(Cl)cc1,0.9,0,2.4*,14,-0.01,1.3,-2,-4,-140
COC(=O)c1ccccc1NC(=O)CNC(=O)c1ccco1,0.7,8,0.7,33,-0.28,1,2,-4,31
Cc1cc(C)n(C(=O)C23CC4CC(CC(C4)C2)C3)n1,1,0,1,-3,x,1.3,-1,-12,3
CC1CCCN(c2nc3ccsc3c(=O)s2)C1 (stereo not drawn),0.9,-4,1,12,0.34,1.1,-7,-6,0
COc1cc2c(cc1OC)C(C(=O)N1CCCCC1)C(c1ccccc1F)N(C)C2=O (stereo not drawn),1.1,x,1.1,-6,-0.07,1.4,-1,16,-7
Cc1nc(Nc2cccc(C(F)(F)F)c2)nc2c1C(=O)CC(C)C2 (stereo not drawn),1,0,0.9,-3,0.33,0.8,-4,-5,11
CCOc1ccc(S(=O)(=O)Nc2cccc(C(=O)N3CCN(c4ccc(OC)cc4)CC3)c2)cc1,0.4,-5,0.4,62*,1.3,1.7,-3,-5,60*
O/N=C/c1ccccc1OCc1ccc(Cl)cc1,0.5,-8,0.3,52*,-3,0.6,0,7,69*
Cc1c(C(=O)NCCc2ccccc2)oc2ccc(S(=O)(=O)N3CCC4(CC3)OCCO4)cc12,0.4,11,0.1,63*,-0.41,1.1,-11,-11,87*
Cc1nc(-c2ccccn2)sc1C(=O)Nc1ccc(F)cc1,0.9,2,2.1*,10,-0.55,1.1,-8,4,-114
C(=N\Nc1nc(-c2ccccc2)cs1)/c1cccs1,0.5,-4,0.6,45,-0.22,1.2,-3,-10,41
Cc1sc2c(c1C)c(=O)n(-c1ccc(F)cc1)c(=O)n2CC(=O)NCc1ccco1,1.2,1,1.2,-15,-0.29,0.8,-2,-23,-19
CC(C)C(=O)Nc1c(C(=O)c2ccc(F)cc2)oc2ccccc12,0.9,-6,1,8,x,1,0,-10,0
Cc1cccc(CC2CC(=O)N(C3CCCCC3)C2=O)c1 (stereo not drawn),0,-1,0.4,99*,-0.8,1.1,-4,3,58*
O=C(N1CCCCC1)N1CCCN(C(=O)N2CCCCC2)CC1,0.7,3,0.7,32,-0.1,1.2,0,-8,29
O=C(NCc1ccccn1)Nc1cccc(NC(=O)NCc2ccccn2)c1,1.1,x,1.2,-8,-1.2,1.3,4,-1,-15
CCOC(=O)c1[nH]c2ccccc2c1N=C(C)N(CC)CC,1.1,-7,1.1,-9,0.42,1,-5,18,-6
Cc1cc(OC(=O)c2ccccc2)n(CCC#N)n1,1.1,-6,0.9,-6,0.31,0.9,-6,-16,8
NC(=O)c1ccc(NS(=O)(=O)c2ccccc2F)cc1,1,x,0.9,0,1.9,0.9,12,-5,13

# Structures above that contain a cyano group:
SMILES,CYP2C19 act,EphB4 antag,CYP2C9 act,CYP2C19 inh,PTK2B oligo ant,PLAP act,E coli WT exp,PostGolgi yeast,CYP2C9 inh
CNc1oc(-c2ccco2)nc1C#N,1,-4,0.6,4,0.5,0.9,10,1,37
N#Cc1c(C(F)(F)F)cc(-c2ccccc2)nc1SCc1nc(N)nc(N2CCOCC2)n1,0.2,x,0.2,81*,-2.5,1.5,-1,-2,80*
Cc1cc(OC(=O)c2ccccc2)n(CCC#N)n1,1.1,-6,0.9,-6,0.31,0.9,-6,-16,8
